p97 inhibitor: inhibitors of human p97 ATPase, primary screen, biochemical; Transitional endoplasmic reticulum ATPase (Homo sapiens), P55072; recombinant p97 ATPase, Kinase-Glo ATP luminescence, 3 h; inhibition, % at 8 µM; actives 0.42% (n = 220,000); in the data active = inhibition above about 15%;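 also: 0% = DMSO vehicle and 100% = wells lacking enzyme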
EP2 antag: human EP2 receptor antagonists, primary screen, TR-FRET cAMP, C6 glioma cells; inhibition, % at 25 µM; C6 glioma cells expressing human EP2; cells stimulated with saturating PGE2; actives 0.52% (n = 260,000); Prostaglandin E2 receptor EP2 subtype (Homo sapiens), P43116;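 active = percent inhibition above 40 after rounding to a whole number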;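 also: rat C6 glioma host cells with rolipram phosphodiesterase inhibitor present; the protocol text gives 20 µM as final concentration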
Target sequence (P43116 whole entry, looked up): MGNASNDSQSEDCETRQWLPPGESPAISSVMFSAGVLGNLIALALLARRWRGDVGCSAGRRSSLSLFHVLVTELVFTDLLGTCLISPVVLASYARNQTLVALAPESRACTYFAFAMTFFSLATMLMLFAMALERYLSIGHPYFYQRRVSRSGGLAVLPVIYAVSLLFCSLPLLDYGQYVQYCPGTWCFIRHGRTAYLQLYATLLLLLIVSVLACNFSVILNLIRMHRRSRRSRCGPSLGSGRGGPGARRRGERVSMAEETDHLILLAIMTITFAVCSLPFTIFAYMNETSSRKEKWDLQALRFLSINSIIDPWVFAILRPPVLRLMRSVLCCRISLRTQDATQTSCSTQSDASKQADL
Furin inh: human furin inhibitors, primary screen, biochemical, fluorescence intensity; purified furin, fluorogenic substrate cleavage; inhibition, % at 30 µM; actives 0.061% (n = 220,000); in the data active = inhibition above about 25%; also: inactives centre near -15
Target sequence (P09958 108-714 limits assumed): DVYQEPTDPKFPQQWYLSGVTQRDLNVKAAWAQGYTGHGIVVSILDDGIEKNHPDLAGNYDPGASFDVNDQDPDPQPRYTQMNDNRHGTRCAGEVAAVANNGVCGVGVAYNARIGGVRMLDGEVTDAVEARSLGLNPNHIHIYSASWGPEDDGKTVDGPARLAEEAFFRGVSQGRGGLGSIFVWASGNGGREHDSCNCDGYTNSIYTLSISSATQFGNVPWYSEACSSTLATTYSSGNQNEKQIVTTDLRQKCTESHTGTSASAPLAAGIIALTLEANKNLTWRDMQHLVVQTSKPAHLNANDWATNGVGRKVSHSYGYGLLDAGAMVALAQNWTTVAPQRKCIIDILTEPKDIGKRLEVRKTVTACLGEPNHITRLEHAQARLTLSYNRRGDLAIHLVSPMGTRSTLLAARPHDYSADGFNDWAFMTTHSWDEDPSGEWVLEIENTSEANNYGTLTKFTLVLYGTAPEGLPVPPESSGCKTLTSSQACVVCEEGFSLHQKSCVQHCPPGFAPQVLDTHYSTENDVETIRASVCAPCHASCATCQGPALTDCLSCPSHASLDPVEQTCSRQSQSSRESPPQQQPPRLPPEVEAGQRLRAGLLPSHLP
Ba/F3 V617F tox: reduced viability of JAK2V617F-dependent Ba/F3 cells, primary screen, JAK2V617F inhibitor project, cell-based, Ba/F3 EpoR-JAK2V617F, luminescence; ATP luminescence; inhibition, % at 5.6 µM; AID 1446, 2008; actives 1.1% (n = 220,000);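 active = inhibition above the campaign mean plus 3 SD over all tested compounds, cut at about 24% in these data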;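 also: cytokine-independent growth of Ba/F3 cells driven by EpoR plus mutant JAK2; 0% = DMSO-treated cells and 100% = JAK inhibitor I control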
Tb hexokinase: Trypanosoma brucei hexokinase 1 inhibitors, primary screen, biochemical, G6PDH-coupled NADH absorbance, MLSCN library | hexokinase 1 [Trypanosoma brucei] | recombinant TbHK1, G6PDH-coupled NADH A340 | inhibition, % at 10 µM | actives 0.11% (n = 220,000) | AID 1430, 2008;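 active = inhibition of 50% or more in the single-dose primary screen; inactive = inhibition below 50%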
BaF3 parental: parental Ba/F3 cell viability inhibition, counter-screen for JAK2V617F inhibitor project, murine pro-B, CellTiter-Glo luminescence; CellTiter-Glo ATP luminescence; inhibition, % at 5.6 µM; actives 1.1% (n = 220,000);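 active = inhibition above a per-campaign cutoff, the mean inhibition of all tested compounds plus 3 SD, cut at about 27% in these data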;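 also: 0% = DMSO wells and 100% = JAK Inhibitor I control wells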
PPC-1+TRAIL kill: compounds killing PPC-1 cancer cells with TRAIL present, primary screen, TRAIL potentiator project, ATPLite luminescence, uHTS. PPC-1 cells + TRAIL, ATPLite viability luminescence. cell killing (% activity), % at 4 µM. actives 0.41% (n = 220,000). AID 1443, 2008;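 active = cell killing above 50% in the first pass at 4 µM, then a duplicate retest at 5 µM averaging 50% or more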;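 also: plate controls were cells with TRAIL plus DMSO for no effect and medium-only wells lacking cells for full effect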
p47phox inh: p47phox/p22phox peptide binding inhibitors, primary screen, biochemical, uHTS, NADPH oxidase regulatory subunit; actives 0.53% (n = 220,000); fluorescence polarization, 2 h; Neutrophil cytosol factor 1 (Homo sapiens), P14598; inhibition, % at 24.7 µM;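 active = inhibition above about 30%, limit read from the data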;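 also: 0% = p47phox with labelled peptide and 100% = labelled peptide alone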
RBBP9 inh: human RBBP9 inhibitors, primary screen, biochemical, fluorescence polarization, FP-Rh probe, HTS. Serine hydrolase RBBP9 (Homo sapiens), O75884. recombinant RBBP9. inhibition, % at 7.94 µM. actives 0.2% (n = 220,000). AID 1515, 2009;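 active = inhibition above the campaign mean of all tested compounds plus 3 SD, cut at about 14% in these data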;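 also: plate controls were DMSO wells with RBBP9 for no effect and wells lacking RBBP9 protein for full effect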
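Measured by: FP readout at 525/598 nm; material: recombinant human RBBP9; also added: Serine-hydrolase probe FP-Rh, 375 nM pre-mixing; medium: Tris buffer pH 8.0, NaCl, Pluronic; replication: one well per compound; doses: one concentration, 7.94 µM nominal, 0.794% DMSO; timing: preincubation 30 min plus labeling 45 min at 25 °C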
The depositor's hits bear a star; . = not tested or not shown; [ ] = another dose, or the depositor's remark.

SMILES	p97 inhibitor	EP2 antag	Furin inh	Ba/F3 V617F tox	Tb hexokinase	BaF3 parental	PPC-1+TRAIL kill	p47phox inh	RBBP9 inh
Cc1cc(-c2ccccc2C(=O)NC2CCCCC2)on1	12	15	-14	-5	0	2	0	-8	-12
COc1ccc(-c2nc3scc(-c4ccc(OC)c(OC)c4)c3c(=O)o2)cc1	6	9	-4	-1	-32	3	4	18	5
CCCN(CCC)CCNC(=O)CCC(=O)Nc1ccc2nc(N3CCN(C)CC3)cc(C)c2c1	2	10	-72	0	-3	2	-2	0	-10
Cc1cc(N2CCOCC2)ccc1/C=C1\NC(=O)N(CC(=O)Nc2ccccc2C)C1=O	4	.	-17[20 µM]	-4	-10	2	35	-4	-1
CCCNc1c(F)c(F)c2c(C)c3ccccc3nc2c1F	6	16	-20[20 µM]	-2	-8	5	-2	13	-4
O=C(CNC(=O)c1cccc(OC(F)F)c1)OCn1nnc2ccccc2c1=O	3	11	-36	0	3	4	-3	5	3
CC(C)=CCC/C(C)=C/CCC(C)NCCN1CCNCC1 (stereo unspecified)	-2	12	-26	4	13	16	24	15	6
COC(=O)C1(O)CC(C(C)C)=NN1C(=O)c1ccc(Cl)cc1 (stereo unspecified)	-2	13	-21[20 µM]	-3	-7	1	4	-1	-3
COC(=O)CC1Oc2ccc(C)cc2NC1=O (stereo unspecified)	-3	10	-28	0	-6	12	14	-6	-2
Cc1cc(NS(=O)(=O)c2ccc(Cl)cc2)nn1CC(=O)NCc1ccco1	3	5	-7[20 µM]	-4	4	-1	11	55*	-5
Oc1c(Cl)cc(Cl)cc1C1=NNC(c2ccc(Cl)cc2)C1 (stereo unspecified)	2	8	-33	1	3	12	.	-41	-5
O=C(Nc1ccc(F)cc1)C1CC(=O)n2ncnc2N1 (stereo unspecified)	6	5	-18	-5	-5	-3	7	-12	-2
Cc1ccccc1-c1c(C)oc2cc(O)ccc2c1=O	8	10	-24	-3	-28	1	-10	-4	-2
O=C(COC(=O)CCCOc1ccc(Cl)cc1Cl)NCc1ccc(F)cc1	-2	6	-6	2	1	8	21	-6	-9
COc1ccc(-c2cc(C(=O)NC3CCCC3)no2)cc1OC	-5	4	-21	1	2	2	-5	1	-1
CCOc1ccc(C(=O)NCCn2cc(SCC(=O)Nc3cc(C)on3)c3ccccc32)cc1	-14	10	-12	2	0	2	-3	-14	-8
CC1CCCc2sc3nc(NCc4ccco4)n4ncnc4c3c21 (stereo unspecified)	0	12	-18[20 µM]	-2	-7	-3	-3	-28	-9
CN(c1ccccc1)c1ccc(/C=N/NC(=O)CC#N)cc1	4	15	-7	-3	-29	5	37	-5	2
O=C(COC(=O)CNS(=O)(=O)c1ccc2ccccc2c1)Nc1ccc2c(c1)OCO2	-6	17	-6	2	4	10	18	2	-7
O=C(c1ccc(S(=O)(=O)N2CCOCC2)cc1)N1CCOCC1	-2	3	-1	7	6	7	21	0	-9
CN(C)c1ccc(C2CC(c3ccccc3)=Nc3nc(-c4ccccc4)cn32)cc1 (stereo unspecified)	10	9	-16	0	-10	3	4	-47	-4
CCN1C(=O)/C(=C2/SC(C)=C(C)N2CC)SC1=S	0	5	-9	4	5	6	4	-6	-3
COC(=O)[C@@H](NC(=O)NCc1cccc(OC)c1)C(C)C	1	9	-20	2	0	1	16	1	-8
COc1ccc(S(=O)(=O)N2CCN(Cc3c[nH]c4ccccc34)CC2)cc1	0	6	-17	0	-3	5	11	-11	-9
CCC(c1nnc(SCC(=O)N2CC3(C)CC2CC(C)(C)C3)o1)N(C)C (stereo unspecified)	1	7	-17	-2	0	-2	-13	-15	-4
CC1(c2ccc(Cl)cc2)NC(=O)N(CC(=O)NCc2cccs2)C1=O (stereo unspecified)	5	9	-10	-3	31	4	1	-2	-6
COc1ccc(S(=O)(=O)N(C)CC(=O)Nc2ccccc2C(F)(F)F)cc1	0	18	-23[20 µM]	-1	8	3	-2	-6	2
COc1ccc(O)c(/C=c2/sc3nc4cc(C)c(C)cc4n3c2=O)c1	5	9	-19	-3	-1	1	6	-4	-7
Cc1ccc(NC(=O)Cn2nc(C)c(S(=O)(=O)N(C)C)c2C)cc1C	2	6	-19	-1	3	7	5	10	-2
CCOC(=O)C1CCN(C(c2ccccn2)c2c(C)[nH]c3ccccc23)CC1 (stereo unspecified)	3	-2	-14[20 µM]	2	0	2	16	18	-1
CC(C)Sc1nnc([C@H](Cc2ccccc2)NC(=O)OC(C)(C)C)o1	-6	12	-7	2	8	2	1	3	-3
CN(Cc1ccncc1)C1CC(=O)N(c2ccc(F)cc2)C1=O (stereo unspecified)	8	7	-24	-4	-5	0	22	2	-3
CCc1nc(C)cc(N)c1OCc1ccccc1	9	8	-27	-3	1	3	22	-12	3
COc1ccc(Br)cc1CN1CCCCCCC1	-6	7	-8[20 µM]	5	15	7	19	-13	-1
CC1CCN(S(=O)(=O)c2cccc(C(=O)Nc3ccccn3)c2)CC1	-1	5	-14[20 µM]	-6	3	2	23	-10	-10
c1ccc(OCc2nnnn2-c2ccccc2)cc1	-2	4	-8	3	3	9	16	-1	1
Cc1ccc(NS(=O)(=O)c2cc(C(=O)OCC(=O)NCC3CCCO3)ccc2C)cc1 (stereo unspecified)	-7	4	-7	2	7	6	8	3	-1
COc1ccc(OCC#CCNC(C)(C)C)cc1	1	23	-25[20 µM]	-1	1	8	16	-9	0
CC(C)C(C)(C#N)NC(=O)CSc1nnc(-c2ccccc2)o1 (stereo unspecified)	0	13	-24[20 µM]	-2	-5	5	2	-9	-2
CCCC(=O)Nc1ccccc1NC(=O)c1ccc(OC(C)=O)cc1	-2	4	-25	-2	-3	2	28	-12	-10
CC(C)OC(=O)CN1C(=O)C(C)(C)Oc2ccc(C(=O)NC3CC3)cc21	0	3	-32[20 µM]	0	0	6	12	-17	4
O=C(OCC1COc2ccccc2O1)c1c(F)cccc1F (stereo unspecified)	-4	3	-17	-1	-3	-1	-13	-18	2
O=C(Nc1ccc2c(c1)OCCO2)N1CCN(Cc2ccccc2)CC1	4	5	-23	1	0	6	10	0	-1
COc1ccc(C(=O)Nn2cnnc2)cc1OC	0	2	0	0	1	3	17	3	-6
COc1ncnc2c1oc1ccccc12	-6	12	-12	2	7	10	18	-1	-22
N#C/C(=C\Nc1ccc(Cl)cn1)S(=O)(=O)c1ccccn1	9	11	-2	-2	-54	0	1	14	-9
CCOC(=O)CNC(=O)CSc1ccc2nnc(-c3cccnc3)n2n1	9	8	-23	0	-6	7	-2	1	-3
Cc1cc(C)cc(OCC(=O)NNC(=O)CCC(=O)NCc2ccccc2)c1	1	14	-9[20 µM]	-3	-5	3	14	-7	-5
Cc1ccc(/C=N/NC(=O)C2CC(=O)N(c3ccccc3)C2)s1 (stereo unspecified)	-2	6	-15	0	-18	-6	-3	2	2
CC1=CCC2C(=O)N(C(C)c3ccccc3)C(=O)C2C1 (stereo unspecified)	-2	7	-13[20 µM]	-1	-6	3	14	1	-5
Cc1ccc(NC(=O)CSc2ncc(S(=O)(=O)c3ccccc3)c(=O)[nH]2)cc1C	1	6	0	4	3	7	19	2	3
O=C(c1ccc(S(=O)(=O)NCC2CCCO2)cc1)N1CCN(c2ccccc2)CC1 (stereo unspecified)	3	2	-21	-1	-4	5	24	0	3
Cc1nc(C)c(/C(O)=C\c2nc3ccc([N+](=O)[O-])cc3oc2=O)o1	4	0	-11	-6	-55	-6	9	-5	-7
COc1ccccc1OCC(O)CNCc1ccc2c(c1)OCO2 (stereo unspecified)	-5	18	-11	-4	-4	-5	10	2	-10
Cc1cc(Nc2ccccc2)n(CCOC(=O)COc2ccccc2)n1	-3	10	-11	-5	4	0	12	-9	-8
COc1ccc(-c2csc(NC(=O)CCCc3cccs3)n2)cc1	2	12	-25	0	-1	6	-2	-9	-3

By substructure: those above containing an aryl methoxy group (twelve)
SMILES	p97 inhibitor	EP2 antag	Furin inh	Ba/F3 V617F tox	Tb hexokinase	BaF3 parental	PPC-1+TRAIL kill	p47phox inh	RBBP9 inh
COc1ccc(-c2nc3scc(-c4ccc(OC)c(OC)c4)c3c(=O)o2)cc1	6	9	-4	-1	-32	3	4	18	5
COc1ccc(-c2cc(C(=O)NC3CCCC3)no2)cc1OC	-5	4	-21	1	2	2	-5	1	-1
COC(=O)[C@@H](NC(=O)NCc1cccc(OC)c1)C(C)C	1	9	-20	2	0	1	16	1	-8
COc1ccc(S(=O)(=O)N2CCN(Cc3c[nH]c4ccccc34)CC2)cc1	0	6	-17	0	-3	5	11	-11	-9
COc1ccc(S(=O)(=O)N(C)CC(=O)Nc2ccccc2C(F)(F)F)cc1	0	18	-23[20 µM]	-1	8	3	-2	-6	2
COc1ccc(O)c(/C=c2/sc3nc4cc(C)c(C)cc4n3c2=O)c1	5	9	-19	-3	-1	1	6	-4	-7
COc1ccc(Br)cc1CN1CCCCCCC1	-6	7	-8[20 µM]	5	15	7	19	-13	-1
COc1ccc(OCC#CCNC(C)(C)C)cc1	1	23	-25[20 µM]	-1	1	8	16	-9	0
COc1ccc(C(=O)Nn2cnnc2)cc1OC	0	2	0	0	1	3	17	3	-6
COc1ncnc2c1oc1ccccc12	-6	12	-12	2	7	10	18	-1	-22
COc1ccccc1OCC(O)CNCc1ccc2c(c1)OCO2 (stereo unspecified)	-5	18	-11	-4	-4	-5	10	2	-10
COc1ccc(-c2csc(NC(=O)CCCc3cccs3)n2)cc1	2	12	-25	0	-1	6	-2	-9	-3

From PubChem

The list is partial; the hit share may differ from the screen's.
